TrxR1 inh – qHTS Assay for Inhibitors of Mammalian Selenoprotein Thioredoxin Reductase 1 (TrxR1): qHTS. Potency, µM (series often up to 114 µM), inactives show at the highest dose activity change, negative = inhibition, usual class: inhibitors. hit rate 1% among 390,000. Thioredoxin reductase 1, cytoplasmic (Rattus norvegicus), O89049. recombinant rTrxR1, NADPH fluorescence consumption, selenite substrate; further: potency means the concentration at half of the fitted maximal effect; on the % scale 0 is the no-effect control and ±100 the full control effect; nearly all actives have a fitted effect of over 65% in size
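Rat TrxR1 (90 nM in the dispensed reagent) was pre-reduced with 400 uM NADPH for 5 min at room temperature, then incubated with compound for 15 min. After 400 uM selenite was added, NADPH fluorescence (Ex 340/Em 450 nm) was followed for 8 min.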
TRHR PAM – qHTS for Small Molecule Agonists and Allosteric Enhancers of Human TRH Receptor: Primary Screen for Enhancers; hit rate 0.66% among 360,000; enhancement, % at 2 µM; TRHR cells, fluo-8 calcium fluorescence, EC20 TRH enhancement; AID 493056, 2011; Thyrotropin-releasing hormone receptor (Homo sapiens), P34981; in the data active means enhancement above about 30%; further: 0% is about no effect
Target sequence (P34981 whole entry, looked up): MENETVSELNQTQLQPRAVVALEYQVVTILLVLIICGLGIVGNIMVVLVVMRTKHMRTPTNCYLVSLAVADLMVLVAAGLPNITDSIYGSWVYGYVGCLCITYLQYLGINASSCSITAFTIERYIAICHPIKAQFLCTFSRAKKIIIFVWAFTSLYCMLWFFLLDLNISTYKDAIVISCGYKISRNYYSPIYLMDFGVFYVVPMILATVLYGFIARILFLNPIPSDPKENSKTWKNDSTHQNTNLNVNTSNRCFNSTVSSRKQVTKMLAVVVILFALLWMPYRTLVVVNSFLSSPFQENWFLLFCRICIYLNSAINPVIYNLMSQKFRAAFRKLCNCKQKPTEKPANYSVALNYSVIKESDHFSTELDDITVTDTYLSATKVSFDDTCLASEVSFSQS
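Enhancer read-out: after compound pinning and an initial kinetic agonist-mode read, an EC20 of TRH (10 nM final) was injected and fluo-8 calcium signal (Ex 480/Em 530) followed at 1 s/cycle for 100 cycles in TRHR-expressing cells.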
TrxR1 substrate – qHTS Assay for Substrates of Mammalian Selenoprotein Thioredoxin Reductase 1 (TrxR1): qHTS; Potency, µM (series often up to 114 µM), without a hit: at the highest dose activity change, negative = substrate turnover; purified TrxR1 substrate turnover, NADPH consumption readout; AID 588456, 2011; hit rate 0.01% among 390,000; further: potency means the concentration at half of the fitted maximal effect; on the % scale 0 is the no-effect control and ±100 the full control effect; nearly all actives have a fitted effect of over 50% in size
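Rat TrxR1, dispensed at 90 nM, was prereduced with 400 uM NADPH (final) for 5 min at ~22 deg C, then incubated with compound 15 min before 400 uM selenite. A first-read NADPH fluorescence drop versus no-compound background flagged substrates.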
USP1-UAF1 inh – Inhibitors of USP1/UAF1: Primary Screen; hit rate 0.23% among 390,000; AID 743255, 2014; Potency, µM (top dose mostly 57.1 µM), for the others: at the top dose activity change, negative = inhibition, actives largely listed as inhibitors; recombinant USP1/UAF1, Ub-Rhodamine cleavage fluorescence; Ubiquitin carboxyl-terminal hydrolase 1 (Homo sapiens), O94782; further: potency means the concentration at half of the fitted maximal effect; on the % scale 0 is the no-effect control and ±100 the full control effect; nearly all actives have a fitted effect of over 60% in size; inactives centre near -12
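USP1/UAF1 complex (1 nM) preincubated 15 min at room temperature with compound, then Ub-Rho substrate (150 nM final) added. Kinetic fluorescence at 480/540 nm over 6 reads at 60 s intervals; 50 mM HEPES pH 7.8, 0.5 mM EDTA, 0.1 mg/ml BSA, 1 mM TCEP, 0.01% Tween-20.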
D2 antag – HTS Assay for Allosteric Antagonists of the Human D2 Dopamine Receptor: Primary Screen for Antagonists; inhibition, % at 10 µM; D(2) dopamine receptor (Homo sapiens), P14416; HEK293 TREx D2 cells, calcium flux, dopamine EC80; hit rate 2% among 340,000; in the data active means inhibition above about 30%; further: 0% is about no effect
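Measurement of antagonist activity uses fluorescent calcium dye in inducible HEK293 T-REx D2 cells: 10 s baseline, compound addition with 180 s read, EC80 dopamine addition with a further 180 s read.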
D2 ag – HTS Assay for Allosteric Agonists of the Human D2 Dopamine Receptor: Primary Screen for Agonists | activation, % at 2 µM | HEK293 T-REx D2 cells, calcium flux agonist mode | D(2) dopamine receptor (Homo sapiens), P14416 | hit rate 0.53% among 340,000;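 active means activation over 3 SD above normal in the single-dose calcium agonist read, cut at about 30% in these data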; further: 0% is about no effect
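Agonism is scored from calcium flux in a force-coupled, inducible HEK293 cell line expressing D2, read kinetically for 180 s after compound addition against dopamine controls.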
PI4K2A block – qHTS for small molecular inhibitors of PI4K2A | Phosphatidylinositol 4-kinase type 2-alpha (Homo sapiens), Q9BTU6 | purified PI4K2A, ADP-Glo luminescence, 1 h; active compounds read low | activity change, negative = inhibition, % at 76.9 µM | hit rate 0.13% among 420,000 | AID 1346378, 2018; in the data active means activity change below about -50%; inconclusive means mostly about -30% to -49%;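 further: -100% = wells without enzyme as full effect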
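PI4K2A activity was measured by ADP-Glo luminescence: enzyme (4 ug/mL stock) and phosphatidylinositol (1.2 mM stock) in Tris pH 7.5/MgCl2/EGTA/Triton X-100 buffer were reacted with ATP (300 microM stock) for one hour at ambient temperature.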
TRHR ag – qHTS for Small Molecule Agonists and Allosteric Enhancers of Human TRH Receptor: Primary Screen for Agonists | Thyrotropin-releasing hormone receptor (Homo sapiens), P34981 | TRHR cells, calcium flux fluo-8, FDSS agonist mode | activation, % at 2 µM | hit rate 0.18% among 360,000 | AID 493084, 2011; in the data active means activation above about 30%; further: 0% is about no effect
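Steps: seed TRHR cells overnight; add fluo-8 no-wash Ca dye, RT 30 min–1.5 h; record 10 s baseline; pin-transfer compounds; monitor fluorescence 1 cycle/s for the agonist window. Calcium increases flag candidate agonists.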
IDH1 R132H inh – qHTS for Inhibitors of mutant isocitrate dehydrogenase 1 (IDH1): qHTS. hit rate 0.093% among 390,000. Potency, µM (series often up to 76.6 µM), for inactives: top-dose activity change, negative = inhibition, usual class: inhibitors. AID 602179, 2012. Isocitrate dehydrogenase [NADP] cytoplasmic (Homo sapiens), O75874. IDH1-R132H enzyme, NADPH consumption, diaphorase/resazurin fluorescence; further: potency means the concentration at half of the fitted maximal effect; on the % scale 0 is the no-effect control and ±100 the full control effect; nearly all actives have a fitted effect of over 65% in size
Target sequence (O75874 whole entry R132H, stated change not applied): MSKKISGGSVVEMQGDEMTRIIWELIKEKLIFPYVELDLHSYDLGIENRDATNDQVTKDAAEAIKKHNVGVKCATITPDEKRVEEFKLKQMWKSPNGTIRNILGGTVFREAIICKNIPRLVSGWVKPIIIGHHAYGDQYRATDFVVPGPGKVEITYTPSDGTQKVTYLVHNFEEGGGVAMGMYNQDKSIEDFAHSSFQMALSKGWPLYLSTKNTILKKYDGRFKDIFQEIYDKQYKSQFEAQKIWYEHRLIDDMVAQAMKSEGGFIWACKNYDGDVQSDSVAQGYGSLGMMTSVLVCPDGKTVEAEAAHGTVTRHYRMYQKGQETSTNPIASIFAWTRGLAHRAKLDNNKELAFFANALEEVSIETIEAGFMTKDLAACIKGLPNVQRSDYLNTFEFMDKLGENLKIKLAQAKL
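IDH1-R132H (0.5 ug/mL) preincubated 30 min with compound, then NADPH (0.016 mM) and alpha-KG (2 mM) added; 80 min at RT, pH 7.5. Remaining NADPH coupled via diaphorase/resazurin to fluorescence (540/590 nm); concentration-response curves normalized to no-enzyme control.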
* marks the source's active call; other numbers are inactive results; ? = inconclusive; . = not tested or not shown; [ ] = another dose, or the depositor's remark. Unless noted, the call rests on the fitted dose curve; in most records, active means well fitted inhibition curve with a large enough effect; inconclusive means small, poorly fitted or top-dose-only effect; inactive means no such curve, though single readings can be large or run the other way.

A first look:
SMILES	TrxR1 inh	TRHR PAM	TrxR1 substrate	USP1-UAF1 inh	D2 antag	D2 ag	PI4K2A block	TRHR ag	IDH1 R132H inh
CCOc1ccc(NC(=O)CC(c2ccccc2)c2ccc(F)cc2)cc1 (centres undefined)	-13%	1	-18%	-15%	-7	-1.4	-1	-0.4	3%
Cc1ccc(S(=O)(=O)Nc2nc3ccccc3s2)cc1[N+](=O)[O-]	-9%[57.1 µM]	1	1%[57.1 µM]	-4%	-1	-0.6	-4	0.2	-8%

The whole of this part, repeating the preview:
SMILES	TrxR1 inh	TRHR PAM	TrxR1 substrate	USP1-UAF1 inh	D2 antag	D2 ag	PI4K2A block	TRHR ag	IDH1 R132H inh
CCOc1ccc(NC(=O)CC(c2ccccc2)c2ccc(F)cc2)cc1 (centres undefined)	-13%	1	-18%	-15%	-7	-1.4	-1	-0.4	3%
Cc1ccc(S(=O)(=O)Nc2nc3ccccc3s2)cc1[N+](=O)[O-]	-9%[57.1 µM]	1	1%[57.1 µM]	-4%	-1	-0.6	-4	0.2	-8%
CCC(=O)Nc1nnc(SCc2cccc(F)c2)s1	5%[57.1 µM]	2	-4%	10%	-4	2.1	-3	1.0	-3%
CN(C(=O)Cn1c(=O)n(CCC(=O)NCc2ccc3c(c2)OCO3)c(=O)c2sccc21)c1ccccc1	23%	8	5%	-9%	.	0.1	1	0.0	-10%
Cc1ccsc1/C=N/NC(=O)c1sccc1C	15%[57.1 µM]	-1	-5%[57.1 µM]	-17%	2	0.2	-10	-0.4	5%
C=C1CCN([C@@H](C)C(=O)NCc2ccc(OC)cc2)S(=O)(=O)c2ccccc21	6%[57.1 µM]	0	5%	-26%	17	-1.8	3	-0.9	-16%
CCN(CC)CC(=O)Nc1c(C)cc(C(C)(C)C)cc1C	-2%	-1	-3%	-12%	-2	0.0	-2	1.2	2%
COc1ccc(OCC(=O)NC(=O)c2ccccc2)c([N+](=O)[O-])c1	12%	2	2%	-4%	4	-1.4	0	0.8	-4%
CN(CC(=O)NCCc1ccc(S(N)(=O)=O)cc1)CC(=O)Nc1cccc(F)c1	-4%	-3	-2%	-10%	.	.	-3	0.6	-2%
Cc1cc(C(=O)OCC(=O)NCc2ccco2)c(C)n1-c1ccccc1	-31%	-11	-8%	-3%	14	-0.7	-5	0.2	4%
O=C(c1cc2cc(F)ccc2[nH]1)N1CCCC(Nc2ccc(F)cc2)C1 (centres undefined)	7%[57.1 µM]	-4	-3%[57.1 µM]	-7%	-15	1.9	1	1.6	2%
O=C(N/N=C/c1cccc([N+](=O)[O-])c1)c1ccc(CN2CCOCC2)cc1	18%	-3	-2%	-12%	-5	0.2	4	0.3	-1%
COc1ccccc1C(CNC(=O)C(C)Oc1ccc(Br)cc1)N1CCCC1 (centres undefined)	7%[57.1 µM]	-5	0%[57.1 µM]	-11%	.	.	-2	0.5	-8%
Cc1cc(C)nc(SC2CCCCC2NS(=O)(=O)c2ccc(Cl)cc2)n1 (centres undefined)	9%	3	-5%	-10%	-4	0.3	1	-3.2	2%
COc1ccccc1C1CC(c2ccccc2)Nc2ncnn21 (centres undefined)	-6%	20	2%	3%	-17	0.3	-8	0.4	7%
COc1cccc(CNC(=O)c2ccc(NC(=O)C3CCCO3)cc2)c1 (centres undefined)	-12%	-3	-13%	-14%	-15	0.6	-3	0.4	-1%
COCCSc1nnc(NC(=O)c2ccc(OC)c([N+](=O)[O-])c2)s1	19%	11	-1%	-23%	0	-1.7	-1	0.2	6%
COc1ccc(S(=O)(=O)N2C(=O)/C(=C3\SC(N)=NC3=O)c3ccccc32)cc1	23%	-3	3%	-21%	18	0.3	5	-0.4	9%
COc1ccc(OC)c(S(=O)(=O)N2CCC(C(=O)Nc3cccc(C)c3)CC2)c1	9%	6	6%	7%	-20	0.0	1	-1.0	2%
COc1cccc(C(=O)c2c[nH]c(C(=O)NCCCN(C)C)c2)c1	11%[57.1 µM]	-8	2%[57.1 µM]	1%	-6	0.0	-3	0.5	-2%
COc1ccc(NCc2nnc3n2CCCCC3)c(OC)c1	14%[57.1 µM]	-5	-2%[57.1 µM]	-18%	.	.	-2	0.2	-4%
CCNS(=O)(=O)c1ccc(NC(=O)c2ccccc2)cc1	13%	-5	10%	-11%	7	0.4	5	-0.1	9%
CCC(C)NS(=O)(=O)c1ccc(S(=O)(=O)N(CC(=O)Nc2ccccc2)Cc2ccco2)cc1 (centres undefined)	-34%[57.1 µM]	2	4%[57.1 µM]	-12%	-6	0.0	-1	-4.3	4%
COc1ccc(N2CCN(C(=O)CNC(=O)Cn3cnc4sc(C)c(C)c4c3=O)CC2)cc1	10%	-2	-3%	-16%	-12	-0.7	-5	-0.4	-9%
COCCCNS(=O)(=O)c1ccc2c(c1)CCN2C(C)=O	15%	-5	8%	-14%	8	-0.4	2	0.5	-1%
O=C(Cn1c(=O)cnc2ccccc21)Nc1cc(Cl)ccc1N1CCOCC1	14%[57.1 µM]	.	-5%	?	.	.	6	.	4%
O=C(Nc1ccc(N2CCOCC2)c(F)c1)c1cccs1	12%	-4	4%	-13%	18	0.6	-14	-0.4	11%
O=C(CNS(=O)(=O)c1cccc2nonc12)NCc1ccc(F)cc1	?	0	-1%	-6%	10	1.0	5	0.2	4%
C/C(=N\NC(=O)C(N)=O)c1ccc(NC(=O)c2cccs2)cc1	25%[57.1 µM]	0	-3%[57.1 µM]	-4%	8	-0.5	2	0.1	1%
Cc1csc(=O)n1CCC(=O)OCc1nnc(-c2ccc(Cl)cc2)o1	8%[57.1 µM]	-8	1%[57.1 µM]	-6%	.	.	-4	-0.3	4%
CC(C)CN(CC(C)C)S(=O)(=O)N1CCC(C(=O)NCc2ccccn2)CC1	17%	1	-5%	2%	11	0.4	-1	-0.7	0%
CCCNC(=O)CCC(NS(=O)(=O)c1ccc(C)cc1)C(=O)NCCC (centres undefined)	25%	5	13%	-11%	0	0.0	-3	-0.4	0%
CC(C)(S)[C@@H](N)C(=O)O	0%	17	2%	-15%	-22	-0.5	4	-0.1	3%
CC(/C=N/n1c(-c2ccco2)n[nH]c1=S)=C\c1ccccc1	-19%[57.1 µM]	7	6%[57.1 µM]	-6%	2	-0.8	4	-0.2	0%
COc1ccc(-c2c(C#N)c(SCC(=O)Nc3ccccc3)nc3c2CCCC3)cc1	6%	.	4%	-5%	.	.	-8	.	-2%
COc1cccc(C2(O)CCN(C(=O)C3CC3)CC2)c1	13%[57.1 µM]	14	-25%[11.4 µM]	-9%	-12	-1.7	-21	0.5	4%
Cc1cccc(N2CCN(C(=O)c3cccc(N4C(=O)C5CC=CC(C)C5C4=O)c3)CC2)c1C (centres undefined)	-22%	-2	-1%	-24%	-4	0.2	4	-1.6	0%
CCC(=O)Nc1ccc(-c2nnc(-c3ccccc3)o2)cc1	4%	6	42%[activator]	-17%	.	.	-8	0.2	0%
COc1ccc(C(C(N)=O)c2ncc(C(F)(F)F)cc2Cl)cc1OC (centres undefined)	8%[57.1 µM]	-5	4%[57.1 µM]	-10%	-4	-0.2	4	0.8	8%
COC(=O)C1=C(CS(=O)(=O)c2ccc(Cl)cc2)NC(=O)NC1c1ccc(O)cc1 (centres undefined)	6%	-3	-3%	-10%	7	0.3	0	0.6	-3%
COC(=O)c1ccc(NC(=O)c2cc3cc4ccc(OC)c(Cl)c4nc3s2)cc1	23%[57.1 µM]	3	7%[57.1 µM]	-19%	.	0.4	-3	0.5	6%
O=C(NCC(c1cccnc1)N1CCc2ccccc21)c1cccc(F)c1 (centres undefined)	32%	5	12%	-15%	.	-0.2	-2	-0.2	20%
CC1(C)C(=O)C2(CCCCC2)C(=O)OC1c1ccc(O)cc1 (centres undefined)	15%	6	-8%	-4%	-5	-0.3	-5	0.1	2%
O=C(Oc1ccccc1N1C(=O)CCC1=O)c1ccco1	-2%	9	0%	-2%	-5	-3.0	-13	0.2	-6%
CCOC(=O)CSC1=C(C#N)C(=O)NC(c2ccc(OC)cc2)S1 (centres undefined)	?	12	-14%	-9%	-12	0.6	-14	0.1	2%
COc1ccc(-c2nc(N)n[nH]2)cc1	-3%	1	3%	1%	-7	0.7	-3	0.1	0%
CCOC(=O)N1CCC(N(CCOC)C(=O)Nc2ccc(CC)cc2)CC1	16%	1	7%	0%	-3	0.2	2	-1.0	1%
Cc1ccc(-n2c(CNc3ccc(C)c(Cl)c3)n[nH]c2=S)cc1	-22%	8	-3%	-15%	-17	0.3	7	-0.1	-4%
O=C(NCCN1CCOC1=O)C1CCC(=O)N(CCc2ccc(Cl)cc2)C1 (centres undefined)	5%	-2	-6%	-5%	-3	0.2	1	0.2	2%
C(=N\Nc1nncc2ccccc12)/c1ccccc1	8%[57.1 µM]	15	16%[57.1 µM]	0%	-3	0.6	-3	-0.5	-4%

Look-ups from the entries so far.
CCOC(=O)CSC1=C(C#N)C(=O)NC(c2ccc(OC)cc2)S1 (centres undefined) in D2 antag = -12
CCOC(=O)N1CCC(N(CCOC)C(=O)Nc2ccc(CC)cc2)CC1 in TrxR1 substrate = 7%
O=C(NCCN1CCOC1=O)C1CCC(=O)N(CCc2ccc(Cl)cc2)C1 (centres undefined) in USP1-UAF1 inh = -5%

Screens as filed in PubChem BioAssay.
